# High-throughput results deposited in PubChem by National Center for Advancing Translational Sciences (NCATS).
# Pf Dd2 growth: inhibitors of Plasmodium falciparum Dd2 growth; actives 4.3% (n = 120,000); Potency, µM (titrated, usually from 28.9 µM), for the others: top-dose activity, negative = inhibition, actives largely listed as inhibitors; P. falciparum Dd2 growth, SYBR Green, 72 h; active means well fitted inhibition curve with a large enough effect; inconclusive means small, poorly fitted or top-dose-only effect; inactive means no such curve, though single readings can be large or run the other way;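 further: plate controls were DMSO vehicle for no effect and reference drug for full effect; nearly all actives have a fitted effect of over 65% in size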
#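 Readout: SYBR Green fluorescence, 485 nm excitation, 535 nm emission, after ~16 h lysis at 37C. Before that, Dd2-infected red cells (2.5% hematocrit) grew 72 h with compound, 29 uM top final concentration.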
# Numbers without * were called inactive; i = inactive; u = inconclusive; [ ] = dose if it differs, or a comment. Potency means the concentration at half of the fitted maximal effect. The list is partial; count on the stated rates, not on these rows.
SMILES,Pf Dd2 growth
C=CCc1ccc(C(=O)N2CCCC3(CCC(=O)N(C4CC4)C3)C2)cc1 (stereo not given),6%
O=C1NCc2ccccc2CC12CCCN(CC1CC=CCC1)C2 (stereo not given),-11%
CCc1ccccc1S(=O)(=O)N(C)CC1CCOCC1,9%
Cc1ccc(S(=O)(=O)NC[C@H]2O[C@H](Cc3cc(-c4cccc(O)c4)on3)CC[C@@H]2O)cc1,u
COc1ccc(C2(C(=O)N3CCC4(CC3)N(C)C(=O)CS4=O)CC2)cc1 (stereo not given),-16%
Cc1ccc(C)c(Nc2nnc(-n3nc(C)cc3C)c3ccccc23)c1,4%
Cc1ccc(OCCCn2c(CCNC(=O)C3CCCCC3)nc3ccccc32)c(C)c1,i
Cc1sc2cc(C(=O)N3CCCCC3)[nH]c2c1CN1CCCCC1,-26%
CC(=O)Nc1cccc(-c2cn(C)c(=O)n3cc(COc4ccc(Cl)cc4)nc23)c1,u
Cc1ccc(C)c(N2CCN(S(=O)(=O)c3ccc(C(=O)N(C)C)s3)CC2)c1,9%
Cc1ccc2c(=O)cc(C(=O)Nc3ccc(S(=O)(=O)N(C)Cc4ccccc4)cc3)oc2c1,-5%
Cc1ccccc1Cn1cc(NC(=O)c2cc(-c3ccc(Cl)cc3)on2)cn1,42%
O=C(c1cscn1)N1CCC2(CCCN(CCC3CCCCC3)C2=O)C1 (stereo not given),-15%
CC(=O)N1CCc2c(sc3c2c(=O)n(-c2ccccc2)c(=O)n3CC(=O)c2ccc(F)cc2)C1,i
CCOC(=O)C1CCN(Cc2nnc3cc(-c4nc(-c5ccccc5)no4)ccn23)CC1,i
Cc1nc2n(c1C(=O)NCCc1ccccc1)CCC(Nc1ccc(F)cc1)C2 (stereo not given),u
O=C(Nc1ccccc1)[C@H]1CN2CC[C@H]1C[C@@H]2Cn1cc(COc2ccccc2)nn1,-8%[44.1 µM]
COc1cccc(CC2(CO)CCCN(c3nnnn3-c3ccccc3)C2)c1 (stereo not given),u
O=C1NC2(CN(Cc3ccncc3)C2)Oc2ccccc21,i
Cc1cnc(CC2CCN(C(=O)c3ccco3)CC2)n1CC1CC1,i
Cc1cccc(NC(=O)Nc2ccc(F)cc2)n1,1%
COc1ccc(NC(=O)N2Cc3[nH]cnc3C[C@H]2c2nc(-c3ccc(F)c(Cl)c3)no2)cc1,i
Cc1ccc(C(=O)NCC(c2cccs2)S(=O)(=O)c2ccccc2)cc1C (stereo not given),14%
CN(Cc1ccc(C(F)(F)F)cc1)Cc1cccc(C(F)(F)F)c1,10%
CC(C)OC(=O)/C(C#N)=C/c1ccc(-c2ccc(Cl)c(Cl)c2)o1,90%[activator]
O=C(Nc1cccc(-c2nnc3n2CCCC3)c1)c1cc(-c2ccccc2)n[nH]1,u
COc1cccc(NC(=O)C2CCC(CNS(=O)(=O)c3ccc4c(c3)CC(C)N4C(C)=O)CC2)c1 (stereo not given),-25%
CCn1ccc(C(=O)N2CCc3nnc([C@@H]4C[C@@H](O)CN4C)n3CC2)n1,3%
Cc1ccc(Cl)cc1N1CCN(C(=O)c2nn(C)c3c2CS(=O)(=O)c2ccccc2-3)CC1,u
CCc1nnc(N2CCCC3(CCC(=O)N(Cc4ccccc4)C3)C2)s1 (stereo not given),-4%
CCCn1c(=O)c2sccc2n2c(CCCC(=O)NC3CCCCC3)nnc12,-2%
Cc1ccc2nc(-c3ccc(O)cc3)c(Nc3ccc4c(c3)OCCO4)n2c1,-5%
Cc1cccc(Cn2nc(-c3cccnc3)nc2C2(C(N)=O)CC2)c1,11%
CCc1cccc(C)c1NC(=O)C1CCN(c2nn3c(=O)cc(C)nc3s2)CC1,21%
COc1ccc(NC(=O)C2CCCN(S(=O)(=O)c3ccc4c(c3)oc(=O)n4C)C2)c(OC)c1 (stereo not given),-11%
CCCCC(CC)CNC(=O)Cc1ccc(-n2c(=O)[nH]c3ccccc3c2=O)cc1 (stereo not given),u
Cc1cc2c(cc1S(=O)(=O)N(C)CC(=O)Nc1ccc(C#N)cc1)OCC(=O)N2,11%
Cc1ccc(NC(=O)c2oc3ccccc3c2NC(=O)C23CC4CC(CC(C4)C2)C3)cc1,u
O=C(Nc1cccc(C(=O)N2CCN(c3ccc(Cl)cc3)CC2)c1)c1nsc2ccccc12,u
Cc1ccc(C)c(NC(=O)Cn2nnc(C(=O)NCc3ccco3)c2N)c1,44%[activator]
CC(=O)N1CCC(N[C@@H]2CO[C@H](CNC(=O)c3ccncc3)[C@H]2O)CC1,32%[44.1 µM]
O=S(=O)(NCCc1nnc2ccc(SCc3ccc(C(F)(F)F)cc3)nn12)c1ccccc1,i
COCC1CN(C(=O)CC2=CCCCC2)CC12CCNCC2 (stereo not given),i
O=C1CCN(S(=O)(=O)c2ccccc2)CCCN(C(=O)CN2CCCC2=O)CCN1,1%
CCOc1ccc(C(=O)NC2CCCN(c3cc(-c4ccc(OC)cc4)[nH]n3)C2)cc1OCC (stereo not given),-11%
COCCn1c(C)cnc1CC1CCN(S(=O)(=O)c2cccc(OC)c2)C1 (stereo not given),u
Cc1cccc(-c2ocnc2C(=O)N2CCC3(CC2)CC(O)CCO3)c1 (stereo not given),4%
O=C(C1CCCC1)N1CC2(CCN(Cc3ccc(Cl)cc3)C2)OCc2ccccc21 (stereo not given),u
O=C(N[C@H](c1cccs1)C1CC(O)C1)c1n[nH]c2c1COCC2 (stereo not given in full),-13%
COc1ccccc1CC(=O)N1CCCc2ncc(C(=O)Nc3ccccc3C)cc21,u
COC1C(=O)N(C2CCN(C(=O)c3cnccc3C)CC2)C12CCOCC2 (stereo not given),9%
COc1ccc(-c2noc(CC(=O)Nc3cc(OC)ccc3OC)n2)cc1,-19%
CCOC(=O)c1cccc(NC(=O)CCn2ccn3nc4c(c3c2=O)CCCC4)c1,i
Cc1cc(C)cc(C(=O)N2CCC(Cc3nc(-c4ccccc4)no3)CC2)c1,i
CCc1cccc(C)c1NS(=O)(=O)c1c(C(=O)N2CCCCCC2)c(C)n(C)c1C,u
O=C(NCc1nc2cccnc2n1Cc1ccc(F)cc1)c1ccccc1C(F)(F)F,-1%
CN(C)C[C@@H]1CN(Cc2ccccc2)C[C@H]1NC(=O)Cc1cccnc1,-18%
O=C(c1ccc(OC2CCN(C(=O)C3CCCC3)CC2)nc1)N1CCOCC1,1%
N#Cc1cccc(CN2C[C@H](O)C[C@H]2c2nc(-c3ccc(F)cc3)no2)c1,i
COCCO[C@H]1C(=O)N(C2CCN(C(=O)c3cccnc3)CC2)[C@H]1c1ccncc1,0%
# Following part.
SMILES,Pf Dd2 growth
O=C1CN([S+](=O)([O-])C2CC2)CCN1c1ccc(Cl)nn1,13%
CCOc1ccc(-n2c(SCC(=O)Nc3ccc(CC)cc3)nc3c(oc4ccccc43)c2=O)cc1,u
CC1(C)CC(=O)c2cc(-c3nc(-c4ccc(Br)cc4)cs3)c(=O)n(-c3ccccc3)c2C1,31%[activator]
Cc1ccccc1C(=O)N1CC2(Cc3ccccc3NC2=O)C1,-4%
Cc1ccc(CCNC(=O)Cn2ncc3c(=O)oc4ccccc4c32)cc1,28%
CCc1ccc(CN2CCC(CNC(=O)C(C)(C)C)CC2)nc1,i
CC(C)c1nncn1C1CCN(S(=O)(=O)c2cc(F)cc(F)c2)CC1,-9%
COCCCNC(=O)c1ccc2c(c1)N(Cc1ccccc1F)C(=O)c1ccccc1S2=O (stereo not given),i
COc1ccc(CNC(=O)CCC2CCCN(C(=O)CCN3CCCCO3)C2)c(OC)c1 (stereo not given),-17%
Cc1nc(C)c(C(=O)N2CCCn3cc(-c4ccccc4F)nc32)s1,-27%
Cc1cc(C)c(CNC(=O)c2cc(-c3ccc(CO)cc3)cc3c2OCCN3C)c(=O)[nH]1,-10%[44.1 µM]
Cc1ccc(C(=O)NCc2nnc3c(-c4nc(C5CC5)no4)cccn23)cc1C,-13%
O=C(N[C@@H]1CCC[C@@H]1C(=O)N1CCCC1)c1ccncc1,9%
CCC(C)(C)C(=O)N1C[C@@H](CO)[C@H](c2ccncc2)C1,11%
CC(=O)Nc1cccc(C(=O)NCc2ccccc2-n2ccnc2C)c1,-8%
COc1ccc(C(=O)N2C[C@@H](Oc3ccccc3)C[C@H]2C(=O)NC2CC2)cc1F,-16%
C[S+](=O)([O-])N1CC2ON=C(C(=O)NCCc3ccc(Cl)cc3)C2C1 (stereo not given),6%
Cc1ccnn1CCC(=O)N[C@@H]1COCC[C@H]1Oc1ccc(C(N)=O)cc1,-4%
CCOc1ccc2c(n1)CCN(C(=O)c1ccoc1)C2,23%
CC(C)c1ccc(C(=O)N2CCC(N3CC4CC(C3)[C@H]3CCCC(=O)N3C4)CC2)cc1 (stereo not given in full),-21%
Cc1noc(C)c1C(=O)N1CCC2(CC1)C(=O)NCN2C(=O)Cc1ccccc1,5%
Cc1ccc(NC(=O)O[C@@H]2CO[C@H]3[C@@H]2OC[C@@H]3Nc2nccc(-c3ccccc3)n2)cc1,u
CC(=O)c1ccc(NC(=O)CN2C(=O)CN(C)C(=O)c3ccccc32)cc1,131%[activator]
Cc1cccc(Cn2c(CN3CCC(C(=O)NCc4ccccc4Cl)CC3)cc3ccccc32)c1,-12%
CCC(=O)N1CCc2cc(S(=O)(=O)N3CCN(c4ccccc4F)CC3)ccc21,10%
O=C1CCN(C(=O)C2CCN(C(=O)C3CCOC3)CC2)CCCCCCN1 (stereo not given),10%
COc1ccc(-c2cnc3[nH]cc(CC(=O)Nc4ccc(F)c(Cl)c4)c3c2)cc1,u
CCC1CN(C(=O)Nc2cc(OC)cc(OC)c2)c2ccccc2S1 (stereo not given),u
O=C(Nc1ccc(Cl)c(Cl)c1)N(Cc1c[nH]c2ccccc12)C1CCCCC1,u
N#CC1CCN(C(=O)c2nc3sccn3c2Br)CC1,u
Cc1ncsc1CCNC(=O)c1ccc2nc(-c3ccccc3)cn2c1,u
Cc1cc(CN2CCC3(CC2)CC(=O)c2ccc(Cl)cc2O3)no1,i
Cc1ccc(-n2ncc(C(=O)N3CCN(Cc4ccccc4)CC3)c2C2CCN(C(=O)OC(C)(C)C)CC2)c(C)c1,8.9µM*
C=CCNC(=O)c1ccc2cc[nH]c2n1,13%[44.1 µM]
FC(F)(F)c1ccc(N2C3CCC2CN(Cc2cccc(-c4cccnc4)c2)C3)cc1,11µM*
O=C1NC(=NC2CCCCC2)C2(CCN(CC3CCCCC3)CC2)N1c1cc(F)cc(F)c1,10%
COc1ccc(-c2nc(C)nc3c2CCN(Cc2ccnn2C)CC3)cc1,i
CCCS(=O)(=O)NCCc1ncc(C)n1Cc1ccccc1,-18%
CCn1nccc1C(=O)N1CCC2(CC1)CC(N1CCN(c3ccccn3)CC1)CCO2 (stereo not given),i
CC(C)C(=O)Nc1cccc(C(=O)Nc2nnc(CC(C)(C)C)s2)c1,85%[activator]

# Of the compounds above, 2 have bromine.
SMILES,Pf Dd2 growth
CC1(C)CC(=O)c2cc(-c3nc(-c4ccc(Br)cc4)cs3)c(=O)n(-c3ccccc3)c2C1,31%[activator]
N#CC1CCN(C(=O)c2nc3sccn3c2Br)CC1,u

# Next results.
SMILES,Pf Dd2 growth
CN1C(=O)CS(=O)(=O)C12CCN(C(=O)c1ccc(F)c(F)c1)CC2,10%
CCN(C1CCOCC1)C1CN(C(=O)C2CCCCC2)C1,u
COc1cccc(NS(=O)(=O)c2ccc3[nH]cc(C(=O)N4CCCC4)c(=O)c3c2)c1,-17%
Cc1cccc(OCCCn2c(CCNC(=O)C(C)(C)C)nc3ccccc32)c1,u
CN(C(=O)CSc1nncn2c1cc1occc12)c1ccccc1,-13%
CN(C)c1ccc(CN2CCC(N3CCOCC3=O)CC2)cc1,23%
CC1CCN(CC(=O)N2CCC(c3nc4ccccc4o3)CC2)C1=O (stereo not given),4%
O=C(CN1C(=O)COc2ccc(C(=O)COc3ccc(F)cc3F)cc21)Nc1ccc(F)cc1,i
Cc1cccc(C)c1Nc1c(-c2ccccc2Cl)nc2cnccn12,u
CC(C)C(=O)N1CCC2(CC1)NCCc1c2[nH]c2ccccc12,u
CC(c1ccc(F)cc1)N1Cc2cc(NC(=O)c3cccs3)ccc2OCC1=O (stereo not given),u
CCc1nc(-c2c3n(c(=O)n(Cc4ccc(F)c(F)c4)c2=O)CCCC3)no1,2%
COc1ccc(CN2CC3ON=C(C(=O)O)C3C2)cc1 (stereo not given),17%[44.1 µM]
CCOc1ccccc1NS(=O)(=O)c1ccc(-c2cnc(C3CC3)o2)cc1,35%[activator][5.79 µM]
COc1ccccc1OCCC1CCN(C(=O)NCC(C)C)C1 (stereo not given),22%

# In the list so far, these contain an NH in an aromatic ring:
SMILES,Pf Dd2 growth
Cc1sc2cc(C(=O)N3CCCCC3)[nH]c2c1CN1CCCCC1,-26%
COc1ccc(NC(=O)N2Cc3[nH]cnc3C[C@H]2c2nc(-c3ccc(F)c(Cl)c3)no2)cc1,i
O=C(Nc1cccc(-c2nnc3n2CCCC3)c1)c1cc(-c2ccccc2)n[nH]1,u
CCCCC(CC)CNC(=O)Cc1ccc(-n2c(=O)[nH]c3ccccc3c2=O)cc1 (stereo not given),u
CCOc1ccc(C(=O)NC2CCCN(c3cc(-c4ccc(OC)cc4)[nH]n3)C2)cc1OCC (stereo not given),-11%
O=C(N[C@H](c1cccs1)C1CC(O)C1)c1n[nH]c2c1COCC2 (stereo not given in full),-13%
Cc1cc(C)c(CNC(=O)c2cc(-c3ccc(CO)cc3)cc3c2OCCN3C)c(=O)[nH]1,-10%[44.1 µM]
COc1ccc(-c2cnc3[nH]cc(CC(=O)Nc4ccc(F)c(Cl)c4)c3c2)cc1,u
O=C(Nc1ccc(Cl)c(Cl)c1)N(Cc1c[nH]c2ccccc12)C1CCCCC1,u
C=CCNC(=O)c1ccc2cc[nH]c2n1,13%[44.1 µM]
COc1cccc(NS(=O)(=O)c2ccc3[nH]cc(C(=O)N4CCCC4)c(=O)c3c2)c1,-17%
CC(C)C(=O)N1CCC2(CC1)NCCc1c2[nH]c2ccccc12,u
